# HIV RNase H inh = blocks HIV-1 RNase H cleavage of RNA/DNA duplex; P04585; RT-RNase H RNA/DNA duplex cleavage, fluorescence; inhibition, % at 10 µM; 65,000 compounds, 1.9% hits; in the data active means inhibition above about 50%
# RmlCD inh mix = inhibitors of RmlC and RmlD coupled enzymes; 110,000 compounds, 0.39% hits; RmlC/RmlD coupled enzyme inhibition, 384-well mixture HTS; AID 1532; inhibition, % at 5.5 µM; in the data active means inhibition above about 30%, passing the limit was not always enough; inconclusive means no clear call, values can overlap the other calls; further: strong numbers were not always called active
# Starred values were filed as active, the others as inactive; ? = inconclusive; nt = not tested or not shown. Only part of the results is shown, so the mix of outcomes need not match the whole.
SMILES,HIV RNase H inh,RmlCD inh mix
COC(=O)c1ccc(C23CC4(C2)[C@H](CN(Cc2ccc(-c5ccccc5)cc2)[C@@H]4c2ccccc2)C3c2ccc(C(F)(F)F)cc2)cc1 (some centres undefined),nt,-11
CC(=O)c1c(C)[nH]c(C(=O)Nc2cccnc2)c1C,-3,-14
Cc1nn(C)c(C)c1S(=O)(=O)N1CCC(C(=O)NCC2COc3ccccc3O2)CC1 (centres undefined),-6,-12
COCCn1c(SCC(=O)NCc2ccc3c(c2)OCO3)nnc1-c1c[nH]c2ccccc12,-5,7
C=CC(=O)Nc1ccc(Br)cc1,nt,7
Brc1ccc(-c2csc(N3CCC(c4ccccc4)C3)n2)cc1 (centres undefined),nt,-9
COc1c2ccoc2cc2oc(C)cc(=O)c12,nt,-8
NC1=NC2(CCN(Cc3ccccc3)CC2)n2c(nc3ccccc32)N1,7,6
CCOc1ccccc1CNC(=O)c1cc2oc3ccccc3c2n1C,nt,-28
CCOC(=O)C1=C(O)CSC1=Nc1ccccc1,-12,-13
COC(=O)c1c(C(=O)OC)c2cccc3cc(-c4ccccc4)c4ccc1c4n32,nt,11
CCCn1c(SCc2ccccc2)nc2c1c(=O)[nH]c(=O)n2C,-4,-10
CC(C)N1C(=O)CC2(CC[N+](C)(CCOC(=O)C(O)(c3ccccc3)c3ccccc3)CC2)C1=O (centres undefined),nt,-68
Nn1c(Cc2ccccc2F)nnc1SCC(=O)N1CC(=O)Nc2ccccc21,-2,-251
C=CCn1c(SCC(=O)N2CCOCC2)nc(O)cc1=O,nt,5
Cc1c(-c2ccccc2)[n+](=O)c(-c2ccco2)c(C)n1[O-],-6,22
O=C(NCC(=O)N(Cc1ccco1)C(C(=O)NC1CCCC1)c1cccnc1)c1cccs1 (centres undefined),3,5
O=C(NC1CC1)C1=C[C@H](C2CC2)C[C@H](OCCCCO)O1,nt,8
O=C1c2ccccc2C(=O)N1C/C=C/c1ccccc1,-4,-13
COc1ccc(CNC(=O)C(C)NC(=O)c2cc3ccccc3o2)cc1 (centres undefined),-16,11
Cc1noc(NS(=O)(=O)c2ccc(NC(=O)c3cnc4scc(C)n4c3=O)cc2)c1C,-7,-4
CCOc1cccc(C(=O)Nc2nc(-c3ccc(S(=O)(=O)N4CCOCC4)cc3)cs2)c1,19,16
O=C(CC(Nc1ccccc1Cl)C(=O)OCC(=O)c1cccs1)c1ccccc1 (centres undefined),nt,7
CC(=O)NC1Sc2ccccc2N=C1c1ccccc1 (centres undefined),3,7
CC(NC(=S)Nc1ccc(F)cc1)C(c1cccs1)N1CCOCC1 (centres undefined),nt,9
C#CCN(C)C(C)Cc1ccccc1 (centres undefined),-5,-12
CCCSc1nc(C)c(CC(=O)OCC)c(=O)[nH]1,-1,-12
Cc1cc(C)nc(SCCC(=O)Nc2ccccc2C)n1,nt,10
Cc1cccc(NC(=S)NCc2ccccn2)c1,nt,4
CCc1ccc2oc(-c3ccc(N)cc3)nc2c1,-13,?
COc1ccc(/C(O)=C2/C(=O)C(=O)N(CCCN(C)C)C2c2ccco2)cc1Cl (centres undefined),-2,nt
CCOc1cc(/C=N/O)cc(Br)c1OC,-18,-13
C=CCn1c(=O)c2c(C)c(C)sc2n2c(Nc3ccc(OC)cc3)nnc12,41,-8
COc1ccc(-n2c(SCCC#N)nnc2-c2cc(Cl)ccc2OC)cc1Cl,-31,9
O=C(CSc1nnc(-c2ccncc2)n1-c1ccc(Cl)cc1)NCc1cccs1,nt,-10
O=C(NC(NC(=S)Nc1ccc(Cl)c(Cl)c1)C(Cl)(Cl)Cl)c1ccco1 (centres undefined),nt,1
Clc1ccccc1OCCCCn1ccnc1,-39,4
CC1CN=C(NCc2ccccc2)S1 (centres undefined),nt,88
Cc1cccc(OCCSc2nc3c([nH]2)c(=N)ncn3Cc2ccccc2)c1,nt,-5
CS(=O)(=O)N(CC(=O)Nc1ccc2c(c1)OCCO2)Cc1ccc(Cl)cc1,11,-1
CCCCCCC(=O)Nc1c2c(nc3ccccc13)N(C)CC2,nt,15
CCCCOc1cccc(C(=O)NNC(=S)NC2CCCCC2)c1,nt,4
Cc1sc2nc(SCc3nc(-c4cccs4)no3)n(-c3ccccc3)c(=O)c2c1C,nt,-11
CC(OC(=O)CCCc1nc2ccccc2s1)C(N)=O (centres undefined),nt,-14
Cc1cc(-n2nnc3ccccc32)nc2ccccc12,-23,3
CCOC(=O)c1[nH]c2ccc(OC)cc2c1NC(=O)CN1CCSCC1,4,3
COc1ccc2c(c1)OCC1=C2CCC2(C)C(=O)CC=C12 (centres undefined),27,nt
COc1ccc(-n2c(=O)[nH]c3ccccc3c2=O)c(OC)c1,-1,6
O=S(=O)(Nc1ccc2c3c(cccc13)CC2)c1ccc(F)cc1,nt,-12
CN1CC=C2C(C#N)=C(N)C(C#N)(C#N)C(Cc3ccccc3)C2C1 (centres undefined),-1,-12
CCOc1ccccc1NC(=O)NS(=O)(=O)c1ccc(C)cc1,nt,-5
O=C(CSc1ccc(Cl)cc1)Nc1nnc(-c2cccc([N+](=O)[O-])c2)s1,nt,-6
CCOC(=O)C1=C(N)c2ccccc2CC1C(C)C (centres undefined),-61,8
CNC(=O)c1nnn(Cc2ccccc2)c1NC(C)=O,-7,1
Cc1noc(C)c1S(=O)(=O)NC1CCN(Cc2ccccc2)CC1,-11,5
O=C(CSc1ncnc2ccccc12)NCCCO,-7,11
O=C(CN1CCN(C(c2ccccc2)c2ccccc2)CC1)N1CCOCC1,-3,11
CCOc1ccc(C2C(C#N)=C(N)SC(N)=C2C#N)cc1OCC,38,8
C/C(=C\C#N)n1nc(C)cc1N,1,17
CCc1ccc(OCc2nnc(SCC(=O)NCc3ccco3)o2)cc1,-15,-12
# New compounds follow
SMILES,HIV RNase H inh,RmlCD inh mix
COCCNC(=O)CN1CCC(NC(=O)Nc2ccc(C(F)(F)F)cc2)CC1,-1,1
CC(C)NC(=O)C(Sc1ccccc1)c1ccccc1 (centres undefined),nt,-14
CCN1CCN(C(=O)c2nn(-c3ccc(OC)cc3)c(=O)c3c2c2ccccc2n3C)CC1,-7,nt
Cc1noc(C)c1S(=O)(=O)Nc1ccc(C(=O)N2CCCCC2)cc1,nt,6
COc1cc(/C=N\NC(=O)Cn2nnc3ccccc32)cc(OC)c1OC,nt,-9
Cc1nn(-c2ccccc2)c(C)c1NC(=O)c1ccc(S(=O)(=O)N2CCCC2)cc1,1,-4
CC(=O)n1cc([C@H]2C=C(C(=O)Nc3ccccc3)O[C@@H](OCCCCO)C2)c2ccccc21,nt,-12
O=C(C1CCN(S(=O)(=O)c2cccnc2)CC1)N1CCN(c2ccc(Cl)cc2)CC1,-2,nt
O=C(CN1C(=O)NC2(CCOc3ccccc32)C1=O)Nc1ccc2c(c1)OCCO2 (centres undefined),1,-13
CCOc1ccc(S(=O)(=O)N2CCCCC2)c2ccccc12,-65,nt
OC1CCCN(Cc2ccc3c(c2)Cc2ccccc2-3)C1 (centres undefined),0,-85
CC1CC2(O)c3nonc3CCC2N1O (centres undefined),-4,-7
O=C1C(=O)c2c(C(=O)c3ccccc3)coc2-c2ccccc21,nt,-3
CCOc1ccc(NC(=O)CC2C(=O)N(C)C(=S)N2Cc2ccc3c(c2)OCO3)cc1 (centres undefined),nt,-9
OC(CN1CCOCC1)CN(c1ccccc1)c1ccccc1 (centres undefined),-3,10
COC(=O)CS(=O)(=O)c1nnc([C@H](Cc2ccccc2)NC(=O)OC(C)(C)C)o1,43,-10
CCOC(=O)c1ccc(NC(=O)CSc2nccn2C)cc1,-25,-13
COc1cccc(-c2csc(N3CCN(C(=S)Nc4ccccc4Cl)CC3)n2)c1,nt,3
CCC1(c2ccccc2)NC(=O)N(CC(=O)Nc2ccc3c(c2)OCO3)C1=O (centres undefined),2,-13
O=C1C(C=Nc2ccccc2)=C(O)c2ccccc21,nt,-1
CCOC(=O)C1=C(N)OC2=C(C(=O)CCC2)C1c1ccccc1OCC (centres undefined),-18,-10
CC(CC(=O)NCc1ccccc1)C1CCCO1 (centres undefined),2,-11
CC(=O)Nc1ccc(S(=O)(=O)Nc2ccc(NC(=O)c3ccco3)cc2)cc1,-1,-13
COCc1[nH]nc2c1C(c1cccc(OC)c1)C(C#N)=C(N)O2 (centres undefined),-3,6
Cc1ccc(C2(CC(=O)O)CCOC(C)(C)C2)cc1 (centres undefined),nt,-12
Fc1ccc(NCc2nnc(SCc3nnc(-c4ccccc4)o3)n2Cc2ccccc2)cc1,-13,10
Cc1cc(C)c(S(=O)(=O)c2ccccc2)c(OC(=O)c2cc(F)c(F)cc2Cl)n1,nt,-14
O=C(c1ccccc1)c1nc2ccccc2n(CCCn2c(=O)c(C(=O)c3ccccc3)nc3ccccc32)c1=O,nt,-6
CCCC[C@@H]1CCCO[C@@](C(=O)NCc2cc(C)n(C)n2)(C(F)(F)F)C1,nt,8
COc1ccc(-c2c(C)nn3c(N4CCN(Cc5ccccc5)CC4)cc(C)nc23)cc1OC,10,-14
CC(C)=CCOc1ccc([C@@H]2COc3c(ccc4c3C=CC(C)(C)O4)C2)c(O)c1,nt,-7
COc1ccc(S(=O)(=O)N[C@H](C(=O)N2CC[C@@]3(O)CCCC[C@H]3C2)c2ccccc2)cc1,6,-13
Cc1cc(NC(=O)CSc2nc3c([nH]c4ccccc43)c(=O)n2-c2cccc(C(F)(F)F)c2)no1,nt,-7
O=S(=O)(c1cccc2nsnc12)N1CCN(C/C=C\c2ccccc2)CC1,nt,6
O=C(Cn1c(C(F)(F)F)nc2ccccc21)NCCN1CCCC1,-3,-37
CC(C)CC(c1nnnn1C1CCCCC1)N1CCN(c2ncccn2)CC1 (centres undefined),-12,-1
Cc1ccc(C(=O)N/C(=C\c2ccco2)C(=O)NCCCn2ccnc2)cc1C,nt,-6
Oc1ccccc1C1=Nc2ccccc2N=C(c2cccs2)C1,nt,-11
FC(F)(F)c1cccc(-n2cccc2/C=N/n2cnnc2)c1,-14,32
Cc1cccc(OCC(=O)Nc2cccc(O)c2)c1,-16,11
COCCN1Cc2cccc(C(=O)Nc3cc(OC)ccc3OC)c2C1=O,-36,nt
COc1ccc(C2C(C(=O)O)CC(=O)N2c2ccc(OC)cc2)cc1 (centres undefined),-13,8
Cc1cc(OCC(F)(F)C(F)(F)C(F)(F)C(F)F)nc(N)n1,nt,-7
CCOC(=O)c1cnc2c(-c3ccc(Cl)cc3)c(C)nn2c1N,nt,-48
CCC(=O)N(Cc1ccc2c(c1)OCO2)Cc1cc2cc(OC)ccc2[nH]c1=O,2,nt
O=C(c1ccc(S(=O)(=O)N2CCCCC2)cc1)N1CCN(Cc2ccc3c(c2)OCO3)CC1,-7,4
CC(C)N(C(=O)Cn1c(SCC(=O)NCc2ccc3c(c2)OCO3)nc2ccccc21)C(C)C,nt,-4
CC(C)(C)C(=O)Nc1nnc(Cc2ccccc2)s1,nt,-8
CCSc1nc(N)c(C#N)c(-c2ccco2)c1C#N,nt,9
COc1ccc(N2CCN(C(=O)CSc3nnc(CNc4ccccc4)o3)CC2)cc1,-11,8
COc1ccc(-n2cnnc2SCC(=O)N2CCN(S(=O)(=O)c3ccccc3)CC2)cc1,nt,-18
Cc1nc(NC2=NCN(Cc3ccc4c(c3)OCO4)CN2)nc2ccccc12,4,nt
COc1cccc(CNC(=O)N[C@@H](CC(C)C)C(=O)O)c1,nt,2
COc1ccc(OC)c(C2C(C(=O)c3cccs3)=C(O)C(=O)N2c2cc(C)on2)c1 (centres undefined),-12,-13
Clc1ncn(C23CC4CC(CC(C4)C2)C3)n1,-7,-12
Cc1cc(=O)oc(C)c1C(=O)N1CCN(Cc2ccc3c(c2)OCO3)CC1,-29,9
NCCCC[C@@H]1NC(=O)c2cc([N+](=O)[O-])cc(F)c2NCCCC[C@@H](C(N)=O)NC(=O)[C@H](CCC(N)=O)NC1=O,nt,-13
CCC(C)[C@H](NC(=O)NCc1ccccn1)C(=O)OC (some centres undefined),nt,-6
CCO[C@@H]1OC(C(N)=O)=C[C@H](C(C)(C)C)[C@H]1CCCO,nt,-10

# Entries above that contain a Cl atom, in the order listed:
SMILES,HIV RNase H inh,RmlCD inh mix
O=C(CC(Nc1ccccc1Cl)C(=O)OCC(=O)c1cccs1)c1ccccc1 (centres undefined),nt,7
COc1ccc(/C(O)=C2/C(=O)C(=O)N(CCCN(C)C)C2c2ccco2)cc1Cl (centres undefined),-2,nt
COc1ccc(-n2c(SCCC#N)nnc2-c2cc(Cl)ccc2OC)cc1Cl,-31,9
O=C(CSc1nnc(-c2ccncc2)n1-c1ccc(Cl)cc1)NCc1cccs1,nt,-10
O=C(NC(NC(=S)Nc1ccc(Cl)c(Cl)c1)C(Cl)(Cl)Cl)c1ccco1 (centres undefined),nt,1
Clc1ccccc1OCCCCn1ccnc1,-39,4
CS(=O)(=O)N(CC(=O)Nc1ccc2c(c1)OCCO2)Cc1ccc(Cl)cc1,11,-1
O=C(CSc1ccc(Cl)cc1)Nc1nnc(-c2cccc([N+](=O)[O-])c2)s1,nt,-6
O=C(C1CCN(S(=O)(=O)c2cccnc2)CC1)N1CCN(c2ccc(Cl)cc2)CC1,-2,nt
COc1cccc(-c2csc(N3CCN(C(=S)Nc4ccccc4Cl)CC3)n2)c1,nt,3
Cc1cc(C)c(S(=O)(=O)c2ccccc2)c(OC(=O)c2cc(F)c(F)cc2Cl)n1,nt,-14
CCOC(=O)c1cnc2c(-c3ccc(Cl)cc3)c(C)nn2c1N,nt,-48
Clc1ncn(C23CC4CC(CC(C4)C2)C3)n1,-7,-12

# Assay outcomes deposited in PubChem by several laboratories.
